# Compound activity: PubChem, several laboratories
# SRC1 inh: human NCOA1 inhibition. HEK293 GAL4-SRC1 luciferase reporter, luminescence. Q15788. inhibition, % at 3.6 µM. actives 0.12% (n = 360,000);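 active = inhibition above the campaign mean plus 3 SD, with each screening campaign given its own cutoff, cut at about 60% in these data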;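 also: 0% = DMSO treated cells and 100% = gossypol at 36 µM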
# TLR9-MyD88 block: TLR9-MyD88 interaction inhibition; inhibition, % at 4.98 µM; Q9NR96+Q99836; actives 0.21% (n = 340,000); CHO BLA complementation TLR9-MyD88, CCF4 FRET ratio; AID 504734;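 active = inhibition above the mean over all tested compounds plus 3 SD, cut at about 21% in these data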;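 also: 0% = DMSO only wells and 100% = clavulanate BLA inhibitor control wells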
# LRH-1 inv ag: suppresses constitutive activity of human LRH-1; inhibition, % at 3.6 µM; actives 0.13% (n = 360,000); HEK293T StAR-luciferase reporter, LRH-1 transfected, 24 h; O00482;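 active = inhibition above the mean inhibition of all tested compounds plus 3 SD, cut at about 73% in these data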;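 also: 0% = DMSO wells and 100% = reporter-only cells lacking LRH-1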
# SRC2 inh: human SRC2 (NCOA2) inhibition | inhibition, % at 9 µM | Q15596 | actives 0.17% (n = 370,000) | HEK293 GAL4-SRC2 luciferase reporter, luminescence | AID 651957;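 active = inhibition above the mean inhibition of all tested compounds plus 3 SD, set per campaign, cut at about 52% in these data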;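 also: 0% = DMSO treated cells and 100% = cells given Gossypol at 36 µM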
# NOD2-RIPK2 inh: blocks binding of human NOD2 to RIPK2. CHO BLA complementation NOD2-RIPK2, CCF4 ratio. actives 0.38% (n = 360,000). AID 624267. inhibition, % at 4.98 µM. O43353; in the data active = inhibition above about 21%;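 also: 0% = vehicle only and 100% = reference blocker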
# EBV LMP1 NFkB: reduces LMP1-driven NF-kappaB luciferase signal. LMP1-induced NF-kappaB luciferase reporter cells, luminescence. inhibition, % at 12.5 µM. actives 0.69% (n = 350,000). AID 504558; in the data active = inhibition above about 41%;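 also: 0% = neutral control wells and 100% = reference inhibitor control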
# MC4R antag cAMP: antagonists of human melanocortin 4 receptor (MC4R) | P32245 | MC4R-expressing cells, MTII-stimulated cAMP, LANCE TR-FRET | inhibition, % at 6.5 µM | actives 0.48% (n = 360,000);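 active = inhibition above its plate's cutoff, the mean of tested wells on that plate plus 3 SD, cut at about 29% in these data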;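 also: 0% = Melanotan II alone and 100% = Melanotan II plus saturating MCL0020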
#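 System: U2OS-MC4R stable cell line; Technique: Eu-cAMP/anti-cAMP TR-FRET, emission 671 nm; Repeats: single well per compound; Also added: Melanotan II; Dosing: one concentration, 6.5 µM nominal; Schedule: 30-min compound, 1-h challenge, 1-h detection, room temperature.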
# MC4R barr agon: human MC4R agonism via beta-arrestin; actives 0.98% (n = 360,000); U2OS MC4R beta-arrestin complementation, luminescence; percent of melanotan II response, DMSO zero; activation, % at 8.9 µM; P32245;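 active = activation above a per-plate cutoff, the mean activation of sample wells on that plate plus 3 SD, cut at about 8% in these data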
# COUP-TFII inh: blocks human COUP-TFII nuclear receptor; inhibition, % at 8.6 µM; HEK293T NGFI-A luciferase reporter, luminescence; actives 0.7% (n = 370,000); AID 686940;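 active = inhibition above a per-plate cutoff, mean inhibition of test wells between control levels plus 3 SD, cut at about 38% in these data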;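 also: cells cotransfected with COUP-TFII expression vector driving the NGFI-A reporter; 0% = median of COUP-TF2 test wells and 100% = reporter-only cells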
# ABHD5-PLIN5 inh: ABHD5-PLIN5 protein interaction inhibition; Q00G26+Q8WTS1; Split G. princeps luciferase complementation, luminescence, 4 h; inhibition, % at 4 µM; actives 0.78% (n = 360,000); AID 602281;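 active = inhibition above the mean inhibition across every tested compound plus 3 SD, cut at about 22% in these data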;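 also: 0% = DMSO only wells and the 100% control is not disclosed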
# Target sequence (Q00G26 whole entry, looked up): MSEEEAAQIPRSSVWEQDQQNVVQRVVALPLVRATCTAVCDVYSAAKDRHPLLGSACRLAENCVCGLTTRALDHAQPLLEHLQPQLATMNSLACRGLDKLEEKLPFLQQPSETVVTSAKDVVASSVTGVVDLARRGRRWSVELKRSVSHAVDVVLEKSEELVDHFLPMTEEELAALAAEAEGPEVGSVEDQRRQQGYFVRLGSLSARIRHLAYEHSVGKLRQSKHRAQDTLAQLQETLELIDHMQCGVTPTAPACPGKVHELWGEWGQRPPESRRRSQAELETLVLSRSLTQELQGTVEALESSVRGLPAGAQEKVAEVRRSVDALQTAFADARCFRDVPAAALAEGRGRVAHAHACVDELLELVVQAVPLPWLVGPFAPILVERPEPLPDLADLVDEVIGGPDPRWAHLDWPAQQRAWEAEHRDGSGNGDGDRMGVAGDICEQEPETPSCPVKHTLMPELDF
# Target sequence (Q8WTS1 whole entry, looked up): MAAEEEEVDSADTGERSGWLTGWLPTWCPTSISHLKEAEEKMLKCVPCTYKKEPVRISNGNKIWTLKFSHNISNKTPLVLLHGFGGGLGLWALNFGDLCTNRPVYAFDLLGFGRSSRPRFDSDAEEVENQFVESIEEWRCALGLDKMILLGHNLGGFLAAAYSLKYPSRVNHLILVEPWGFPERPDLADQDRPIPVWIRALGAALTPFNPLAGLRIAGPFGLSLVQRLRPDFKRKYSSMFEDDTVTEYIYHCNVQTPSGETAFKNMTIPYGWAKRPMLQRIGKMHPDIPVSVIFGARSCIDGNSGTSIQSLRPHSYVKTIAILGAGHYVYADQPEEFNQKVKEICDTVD
# SRC3 inh: human NCOA3 inhibition | inhibition, % at 3.6 µM | actives 0.17% (n = 360,000) | AID 588352 | HEK293 GAL4-SRC3 luciferase reporter, luminescence | Q9Y6Q9;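 active = inhibition above a per-campaign cutoff, the mean of all compounds plus 3 SD, cut at about 60% in these data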;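 also: 0% = DMSO-treated cells and 100% = gossypol-treated cells at 36 µM; higher means less SRC3-driven luciferase light from the GAL4 reporter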
# Active calls of the source: *; . = not tested or not shown. Not all compounds are listed. The share of hits here may be higher or lower than overall.
no.	molecule	SRC1 inh	TLR9-MyD88 block	LRH-1 inv ag	SRC2 inh	NOD2-RIPK2 inh	EBV LMP1 NFkB	MC4R antag cAMP	MC4R barr agon	COUP-TFII inh	ABHD5-PLIN5 inh	SRC3 inh
1	Cc1cc(C)c2c(CN3CCCCC3C)cc(=O)oc2c1 (configuration not stated)	-5	10	16	2	-6	-4	-4	5.5	12	-3	8
2	CCN(CC)C(=O)N1CCN(S(=O)(=O)c2ccccc2)CC1	-2	5	3	-7	-7	-5	-5	0.8	11	13	-6
3	O=C(c1ccc(-n2cncn2)c([N+](=O)[O-])c1)N1CCN(c2cccc(Cl)c2)CC1	-1	1	14	4	3	14	-6	-2.8	18	-5	30
4	O=C1/C(=C/c2cccc(F)c2)CSc2sccc21	-12	12	-8	-41	-3	2	-2	-0.2	18	-10	13
5	COc1ccc(OC)c(-c2cc(C(=O)NC3CCCC3)c3ccccc3n2)c1	-9	0	8	13	6	3	10	-1.9	0	1	22
6	COc1ccc(O)c(C(=O)CC(=O)c2ccccc2C)c1	-83	-1	-151	-36	8	-10	-9	2.7	-9	-2	-68
7	O=C(Nc1nc2ccccc2s1)c1cc2c(s1)-c1ccccc1OC2	-13	1	0	-29	-15	-77	-2	4.9	10	-10	-64
8	COc1ccc(/C=C/C(=O)O)cc1S(=O)(=O)NCc1ccccc1	-31	-2	-14	20	-2	-9	6	-0.3	-6	-4	6
9	O=C(c1cc(COc2c(F)cccc2F)on1)N1CCC(c2ccccc2Cl)C1 (configuration not stated)	-38	5	-16	-20	-2	2	4	-0.8	-37	-9	-40
10	Cc1ccc(C(=O)NNC(=O)c2n[nH]c(=O)c3ccccc23)cc1C	-13	10	-13	-17	-15	-10	10	-1.4	-25	2	-4
11	CCOC(=O)c1c2c(n(Cc3ccccc3)c1C)C(=O)C(=O)c1ccccc1-2	7	2	43	30	-2	14	-7	1.9	25	-34	26
12	C=CCn1c(NCc2ccccc2)nc2ccccc21	-6	-7	-7	-9	-5	0	11	2.9	-9	11	-8
13	CC(NC(=O)C(=O)NN=C1CCCCCCC1)c1ccccc1 (configuration not stated)	-6	-2	5	-1	-19	-4	-2	-0.1	2	4	19
14	CCOC(=O)c1c(C)[nH]c(C(=O)OCc2ccccc2F)c1C	-102	3	-154	-57	1	-63	8	7.3	-61	-10	-89
15	O=C(c1ccccc1)N(Cc1nc2ccccc2c(=O)[nH]1)C1CCCCC1	-5	9	-12	-1	2	3	-2	-3.1	21	0	10
16	COc1ccc(-c2cc(C(=O)Nc3c(C)n(C)n(-c4ccccc4)c3=O)c3ccccc3n2)c(OC)c1	12	-6	13	-4	-8	1	-6	-1.8	-13	0	-12
17	CSc1ccc(CCNC(=O)C2CCCN(S(=O)(=O)N3CCOCC3)C2)cc1 (configuration not stated)	-11	-7	9	7	-7	-7	2	-0.6	11	2	1
18	Cc1ccccc1C(=O)NC1CCN(Cc2nnnn2Cc2ccc(F)cc2)CC1	-8	3	8	-7	-7	1	2	-1.4	-5	4	5
19	O=C(c1ccc(Cl)c(Cl)c1)N1CCC(=O)N(C(COCc2cccc(Cl)c2)Cc2ccccc2)CC1 (configuration not stated)	3	-8	-17	21	-16	7	7	-0.2	-4	-1	5
20	COCCn1c(SCC(=O)Nc2ccc3[nH]c(=O)[nH]c3c2)nc2ccccc2c1=O	9	9	14	-2	-1	-1	-14	-1.9	3	-3	9
21	CCc1cc(C(=O)N2CCN(C(=O)c3ccco3)CC2)sc1C	5	4	-20	10	1	5	5	-4.8	-5	22	-24
22	O=C(COC(=O)c1ccccc1NCc1ccco1)Nc1ccc2c(c1)OCO2	-25	3	-49	-113	-6	-13	6	1.7	-10	-11	-71
23	Cn1c(SCC#N)nnc1-c1cccnc1	0	4	3	6	-1	5	-2	-1.7	-4	-11	1
24	CCN(CC(=O)Nc1ccc(OC)cc1)C(=O)c1ccc2c(c1)NC(=O)C(C)S2 (configuration not stated)	-9	-2	-10	24	-9	11	23	-0.8	0	-12	1
25	Cc1nc(C(=O)O)cc2c1[nH]c1ccccc12	5	6	25	2	-16	1	8	-1.5	-7	0	-6
26	COc1ccc(-c2csc(-c3[nH]cnc3N)n2)cc1	-7	-13	-24	3	-17	-1	7	0.3	-15	6	17
27	Cc1c(C(=O)N2CCCCC2C)sc2nc3n(c(=O)c12)CCC3 (configuration not stated)	1	-10	-13	-28	-4	3	-2	-1.8	-4	0	9
28	Nc1cccc(Cl)c1N1CCOCC1	-9	-6	-10	8	-2	1	7	-1.8	-1	2	4
29	Cc1ccc(NC(=O)COC(=O)CNC(=O)c2ccc(Br)cc2)c(C)c1	15	-2	-12	4	0	28	18	-2.4	-7	0	0
30	COc1cc(C(CC(=O)N2CCN(c3ccccc3)CC2)c2c(OC)cc(OC)c3ccc(=O)oc23)cc(OC)c1OC (configuration not stated)	-1	2	18	-1	-5	4	6	-2.7	-2	1	4
31	Cc1c(/C=N/NC(N)=O)c2ccccn2c1C(=O)c1ccncc1	-1	1	23	3	-11	-6	-45	0.7	-34	3	5
32	CC(C)(C)c1cc2ncnc(N3CCCCC3)c2s1	2	-15	-1	.	0	-7	7	-2.0	.	6	-6
33	COc1ccccc1NC(=S)N=Nc1c(O)[nH]c2ccc(Br)cc12	-10	6	10	-24	4	17	0	-2.3	-3	-7	-16
34	COc1ccc(-c2c(N)nnc3c2[nH]c2ccccc23)cc1OC	-16	-2	14	-8	-1	21	4	-1.2	-21	8	-10
35	CCOC(=O)N/N=C(\C)c1ccccc1OC(F)F	9	1	-17	-7	-1	-17	4	-3.3	12	-4	-4
36	Cc1ccc(C(=O)OCC(=O)NCCN2C(=O)CSC2=O)cc1[N+](=O)[O-]	-8	-4	13	0	0	1	3	-1.0	-3	-3	18
37	COC(=O)C1NC(=O)N2C(C(=O)OC)C(C)(C)S[C@H]12 (some centres not stated)	-4	-1	-26	-10	12	-7	12	-2.3	-5	3	-16
38	O=C1CC(c2ccccc2)Cc2nc(NC3CC3)ncc21 (configuration not stated)	4	5	14	-18	-2	5	-6	1.9	2	-2	4
39	COC(=O)c1cc(NC2c3ncccc3C(=O)N2Cc2ccccc2)cc(C(=O)OC)c1 (configuration not stated)	2	0	17	-25	-3	11	-5	-1.8	14	9	-4
40	Cc1ccc(S(=O)(=O)CC(=O)N(CCCN(C)C)c2nc3ccc(C)cc3s2)cc1	10	-10	-7	47	-3	9	0	-2.3	-28	7	-18
41	CC(C)N1C(=O)S/C(=C/c2ccc3c(c2)n(C)c(=O)n3C)C1=O	-27	-4	-8	-15	2	-8	-2	-0.2	-12	0	-11
42	CCOc1ccc(NC(=S)NCCCN2CCN(c3ccc(OC)cc3)CC2)cc1	-36	-2	-8	-8	-15	4	1	-1.1	0	4	4
43	Cc1cccc(NC(=O)COC(=O)c2cccs2)c1C	-15	-1	50	-18	-7	1	7	-0.3	11	4	2
44	COCCNC(=O)C(C#N)c1nc2ccccc2nc1N1CCCCCC1 (configuration not stated)	-3	-2	17	5	-8	0	1	-0.9	4	-8	-11
45	Cc1nnc(NC(=O)c2ccc(Br)o2)s1	11	-8	2	-39	-4	-7	-4	-1.8	-17	4	-8
46	COc1ccc(-c2cc3c(=O)n(CC(=O)Nc4ccc(C(C)=O)cc4)ncn3n2)cc1	10	-2	-34	-10	-6	-17	7	-2.2	2	-2	-15
47	COC(=O)c1ccc(CN2CCCC(C(=O)c3ccccc3OC)C2)cc1 (configuration not stated)	2	0	-15	2	-6	0	14	-2.1	2	-4	-11
48	COc1ccccc1NC(=O)c1cc2c(cc1Cl)N1CCCCCC1=NS2(=O)=O	1	1	18	9	1	1	9	-2.3	3	6	-13
49	Cn1c(=O)c2c(nc(N/N=C/c3ccc(OC(=O)c4ccco4)cc3)n2Cc2ccccc2)n(C)c1=O	12	-7	9	-11	12	0	-16	-0.1	-8	-5	10
50	CCCCn1c(N)c(N(CCC(C)C)C(=O)c2ccc(N3CCCC3=O)cc2)c(=O)[nH]c1=O	3	-1	9	-5	-8	-5	-6	-2.1	-2	-12	13
51	CCC(=O)OCC(=O)Nc1cc(C)c(C)cc1[N+](=O)[O-]	3	6	18	-6	3	-1	-2	-2.4	10	-5	2
52	Cc1cccc(NC(=O)NNC(=O)COc2ccc([N+](=O)[O-])cc2)c1C	0	0	-9	-14	0	6	18	-3.9	5	-2	-12
53	S=c1[nH]nc(-c2ccccn2)n1/N=C/c1c(Cl)cccc1Cl	16	-8	-11	-63	-11	-7	17	0.1	-43	-3	16
54	O=C(CCN=C1NS(=O)(=O)c2ccccc21)OCC(=O)c1ccccc1	5	-6	-9	-19	3	-2	5	0.0	-7	9	-10
55	Cc1cc(SCC(=O)Nc2ccc(O)cc2)n2nc(C)c(-c3ccccc3)c2n1	-9	3	-10	19	1	-1	1	-1.4	-3	5	-27
56	COCCNC(=O)C1(C)CCCN(Cc2ccc(-c3ccccn3)cc2)C1 (configuration not stated)	-21	.	-23	25	-16	.	-3	-0.6	-4	1	-5
57	CCc1nc2c(OCc3ccc(F)c(F)c3)cccn2c1N(C)C(=O)C(C)C	-14	.	-3	-4	-5	.	-3	-1.7	12	4	-12
58	COc1ccc(NC(=O)C2CCCN2C(=O)OCc2ccccc2)cc1 (configuration not stated)	6	-1	17	-17	-3	-4	17	-0.3	2	1	16
59	O=C(CSc1c(Cl)cccc1Cl)N1CCC(c2nc3ccccc3s2)CC1	1	0	-11	-1	6	5	-2	-0.9	-1	13	10
60	O=C(Cn1ccsc1=NC(=O)C(F)(F)F)c1ccccc1	-84	-11	-69	-59	-2	-16	7	0.0	-17	-1	-28

# New compounds follow:
no.	molecule	SRC1 inh	TLR9-MyD88 block	LRH-1 inv ag	SRC2 inh	NOD2-RIPK2 inh	EBV LMP1 NFkB	MC4R antag cAMP	MC4R barr agon	COUP-TFII inh	ABHD5-PLIN5 inh	SRC3 inh
61	Cc1nnc(SCC(=O)N2CC(=O)Nc3ccccc32)n1-c1ccccc1	-4	-2	6	6	-7	0	2	-1.8	-5	-1	7
62	CCOC(=O)C1CCN(Cc2ccc(F)cc2)CC1	1	1	10	-18	-10	-1	3	-1.8	-1	4	9
63	COC(=O)CCCC(=O)Nc1ccc(Cl)c(Cl)c1	-5	-1	2	-23	-7	-4	17	1.0	-11	1	5
64	CCc1ccc(OCCCC(=O)Nc2ccc(S(=O)(=O)Nc3cc(C)nc(C)n3)cc2)cc1	9	-16	-20	-45	-8	1	17	-0.6	-8	0	-2
65	Cc1ccc(NC2=NCC(=O)N2c2ccc3c(c2)OCCO3)c(C)c1	2	2	2	1	-6	9	0	-0.9	17	2	-15
